VHR inh color = VHR1 (DUSP3) phosphatase inhibition | P51452 | recombinant VHR phosphatase, colorimetric substrate read-out | inhibition, % at 20 µM | 50,000 tested, 0.7% active | AID 1992; in the data active = inhibition above about 60%; also: some results filed as inactive read as strong as hits
Target sequence (P51452 whole entry, looked up): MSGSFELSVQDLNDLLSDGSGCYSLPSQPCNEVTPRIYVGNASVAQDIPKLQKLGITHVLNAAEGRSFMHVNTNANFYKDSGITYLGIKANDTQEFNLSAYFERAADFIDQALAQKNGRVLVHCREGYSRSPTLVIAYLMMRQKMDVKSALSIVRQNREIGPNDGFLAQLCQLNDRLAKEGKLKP
Numbers without * were called inactive. Not all compounds are listed (hit frequency here may not be typical).

Structure,VHR inh color
O=C1NC(=O)N(c2ccccc2)C(=O)/C1=C\c1cccc(OCc2ccccc2F)c1,21
Cc1cc2oc(=O)cc(C)c2cc1NC(=O)CCC(=O)O,-9
O=C(N/N=C/c1ccc(Br)cc1)C1CC(=O)N(c2ccc(Cl)cc2)C1 (stereo not drawn),2
CCC(=O)Nc1ccc(-c2nc3ncccc3o2)cc1,-15
O=C1C/C(=C/NCc2ccccc2)C(=O)N1,-5
O=c1c(/C=N/N2CCOCC2)c(C(F)(F)F)[nH]n1-c1nc2ccccc2s1,-22
Cc1c(NC(=O)CSCC(=O)Nc2ccc3ccccc3c2)c(=O)n(-c2ccccc2)n1C,3
COc1ccc(CSc2nnc(SCc3ccc(OC)c(F)c3)s2)cc1F,-27
O=C(Nc1ccccc1)Nc1nnc(Cc2cccc(Br)c2)s1,-8
Cc1cc(O)c2c(C)c(Cc3ccccc3)c(=O)oc2c1,-21
CSc1nc2ccc(NC(=O)CSc3nc4ccccc4s3)cc2s1,9
Cc1cc(Cl)ccc1NC(=O)CCC(=O)N/N=C/c1cccnc1,-8
Cc1c(C(=O)N2CCN(c3cccc(Cl)c3)CC2)cccc1[N+](=O)[O-],-93
COc1ccc(-n2sc3c(c2=S)-c2cc(OC)ccc2NC3(C)C)cc1,-4
O=C(Cc1cccc2ccccc12)NCCOc1ccccc1Cl,26
O=C1CCCC2=C1C(c1ccc(Cl)cc1)Nc1ccc(C(=O)c3ccccc3)cc1N2 (stereo not drawn),93
O=C(Nc1nc2ccccc2n1CCOc1ccccc1)c1ccccc1F,27
COC(=O)c1c(NC(=O)c2sc3cc(C)ccc3c2Cl)sc(C)c1C,3
COc1cc(OC)c(C2NC(=S)NC(C)=C2C(=O)Nc2ccc(Br)cc2)cc1OC (stereo not drawn),-3
CCOC(=O)c1c(C)oc2cc(Br)c(OCC(N)=O)cc12,16
COc1ccc(/C=N/N2CCN(C(c3ccccc3)c3ccccc3)CC2)c(OC)c1,6
O=C(CSc1nc2ccc([N+](=O)[O-])cc2s1)NCC1CCCO1 (stereo not drawn),16
COCCNC(=O)C(=O)Nc1ccccc1C,6
COc1ccc(OC)c(NC2=NC3(CCCCC3)N=C(N)N2)c1,-5
CC(=O)OC12CC3C(C1C(C)=NN2C(=O)C(=O)N1N=C(C)C2C4C(CC21OC(C)=O)C4(C)C)C3(C)C (stereo not drawn),-28
COc1ccc(/C=C/C(=O)n2nc(C)cc2C)cc1OC,-35
O=C1C2CCCC1C(c1ccccc1)NC2c1ccccc1 (stereo not drawn),-7
COc1ccc(/C(C)=N\N2CCN(Cc3ccc(Cl)cc3)CC2)cc1OC,-20
COc1ccc(/C=C2\SC(=O)N(CC(=O)Nc3ccccc3Cl)C2=O)cc1,-6
CCOc1cc(C=O)ccc1OCc1ccc(Cl)c(Cl)c1,-5
COC(=O)c1c(NC(=O)c2cccc([N+](=O)[O-])c2)sc2c1C(C(=O)OC)CC2 (stereo not drawn),-12
COc1cccc(OCCCCN2CCC(C)CC2)c1,3
Oc1c(Cl)cc(Cl)cc1/C=N/Nc1nc(-c2ccc(Br)cc2)cs1,10
O=C1c2ccccc2C(=O)c2c1c(Cl)c(Cl)c(Cl)c2N1CCOCC1,-15
COc1ccc(/C=C/C(=O)Nc2ccc(C)cc2C)cc1OC,-31
N/C(Cc1ccc([N+](=O)[O-])cc1)=N\OC(=O)c1ccccc1Br,-10
O=C(c1ccc(Cl)c([N+](=O)[O-])c1)N1CCc2ccccc2C1,3
Cc1[nH]c2c(Cl)cccc2c(=O)c1CN(C)Cc1ccccc1,-22
COc1ccc(C(=O)CSc2nc(N)cc(=O)[nH]2)cc1[N+](=O)[O-],-7
COc1ccc(-c2nnc(/N=C/c3c(C)[nH]n(-c4ccc(C)c(C)c4)c3=O)s2)cc1,-25
COc1cccc(C(=O)/C=C/c2ccc(OC)c(OC)c2)c1,-1
Cc1cc2ncn(C(=O)c3ccc(F)cc3)c2cc1C,-25
COc1ccc(OC)c(C2=C/C(=C/c3ccccc3[N+](=O)[O-])C(=O)O2)c1,-9
O=C(c1sc2ccccc2c1Cl)N1CCC(Cc2ccccc2)CC1,-19
Cc1cc(C)nc(SCC(=O)Nc2ccccc2F)n1,-27
O=c1/c(=C/c2cc([N+](=O)[O-])ccc2Cl)sc2nc3ccccc3n12,-9
O=C(Nc1ccc(I)cc1Cl)c1cccnc1,-3
COc1cc(NC(=O)COc2ccccc2[N+](=O)[O-])ccc1NC(=O)c1ccco1,-1
CC(C)CN1C(=O)c2ccc(C(=O)Nc3ccc(C(C)C)cc3)cc2C1=O,-20
Cc1nc(-c2ccccc2)c2c(=O)cc[nH]c2n1,-10
CCC1(C)CC(CCNCc2ccc(OC)c(OC)c2)(c2ccc(C)cc2)CCO1 (stereo not drawn),-9
CCOc1ccccc1NC(=O)c1c(NC(=O)c2ccco2)sc2c1CCCC2,-3
CC(=O)Oc1ccc2oc(C)c(C(C)=O)c2c1,-6
COc1cc(OC)cc(C(=O)N2CCN(Cc3ccccc3C(F)(F)F)CC2)c1,8
CCc1cc2c(C)cc(=O)oc2cc1OCC(C)=O,-14
COC(=O)CSc1nc2sc3c(c2c(=O)n1-c1ccccc1)CC(C)CC3 (stereo not drawn),-13
CCCCOc1ccc(/C=N\Nc2cc(-n3nc(C)cc3C)nc(C)n2)cc1,-16
O=C(COc1ccc2ccc(=O)oc2c1)c1ccc(Cl)cc1,-8
CC(C)COC(=O)C(C)Nc1n[nH]c(=O)[nH]c1=O (stereo not drawn),-28
CC(C)C(NC(=O)c1ccccc1)C(=O)OCC(=O)Nc1ccc(S(N)(=O)=O)cc1 (stereo not drawn),-6

Continued.
Structure,VHR inh color
COc1cc(/C(C)=N/N2CCN(Cc3ccc(C)cc3)CC2)ccc1O,-14
NS(=O)(=O)c1cccc(NC(=O)c2cccc3ccccc23)c1,13
CCCCOC(=O)c1cccc(NC(=S)NC(=O)c2ccccc2Cl)c1,-7
O=C(CCCN1C(=O)/C(=C/c2ccccc2)SC1=S)Nc1nccs1,1
O=C(NCCN1CCOCC1)c1cccc(I)c1,5
COc1ccccc1N/N=C(/C#N)C(N)=S,0
CCOC(=O)Cc1csc(NC(=O)c2ccc([N+](=O)[O-])o2)n1,-16
COc1ccc(-c2nc(=S)c3c(n2-c2ccccc2)CCCC3)cc1,-21
COc1cccc(C2/C(=C(\O)c3ccc([N+](=O)[O-])cc3)C(=O)C(=O)N2CCCCCC(=O)O)c1 (stereo not drawn),-2
Cc1cc(C)nc(NS(=O)(=O)c2ccc(NC(=O)c3ccco3)cc2)n1,-1
O=C1S/C(=C\c2cc3c(cc2Br)OCO3)C(=O)N1c1ccccc1,-13
CC(=O)c1ccc(NC(=O)c2cc(S(=O)(=O)N3CCOCC3)ccc2Cl)cc1,0
CCOC(=O)c1c(NC(=O)c2cccnc2)sc(C)c1C,-7
Cc1c(Cl)cccc1-c1ccc(C(=O)Nc2cccc(Cl)c2Cl)o1,-5
COc1cc(/C=C2\Sc3ccccc3C2=O)ccc1OCC#N,-22

Retrieved by compound from the entries so far (2):
Structure,VHR inh color
O=C(NCCN1CCOCC1)c1cccc(I)c1,5
O=C(CCCN1C(=O)/C(=C/c2ccccc2)SC1=S)Nc1nccs1,1

Other compounds follow.
SMILES	VHR inh color
CN1CCN(/N=C/c2ccc([N+](=O)[O-])s2)CC1	3
Cc1ccc(OCC(=O)N(C)c2ccccc2)c(C)c1	3
O=C(Nc1ccc(Cl)cn1)c1ccccc1-c1ccccc1	18
O=C(/C=C/c1ccc(-c2cccc(Cl)c2)o1)c1cccs1	0
CC(=O)c1ccc(NC(=O)c2cc3nc(-c4ccc([N+](=O)[O-])cc4)cc(C(F)(F)F)n3n2)cc1	5
CCOC(=O)CNS(=O)(=O)c1c(C)cc(C)cc1C	-16
COc1ccc(N2C(=O)/C(=C\C(Br)=C\c3ccccc3)SC2=S)cc1	-12
COc1ccc2c(=O)c(Oc3ccccc3Br)c(C(F)(F)F)oc2c1	2
Cc1cc(O)ccc1N=Cc1c(C)[nH]n(-c2ccccc2)c1=O	-23
O=C(CCCN1C(=O)c2ccccc2C1=O)Nc1ccccc1C(=O)N1CCOCC1	-15
CN(C)c1ccc(NC(=O)COc2ccc3ccccc3c2)cc1	-5
Cc1cccc(C2=N/C(=C\c3ccc(OS(=O)(=O)c4ccccc4)cc3)C(=O)O2)c1	4

Ordered by molar mass (ascending): some entries from above.
SMILES	VHR inh color
CC(=O)Oc1ccc2oc(C)c(C(C)=O)c2c1	-6
CCC(=O)Nc1ccc(-c2nc3ncccc3o2)cc1	-15
O=C1C2CCCC1C(c1ccccc1)NC2c1ccccc1 (stereo not drawn)	-7
CCOC(=O)c1c(NC(=O)c2cccnc2)sc(C)c1C	-7
O=C(COc1ccc2ccc(=O)oc2c1)c1ccc(Cl)cc1	-8
NS(=O)(=O)c1cccc(NC(=O)c2cccc3ccccc23)c1	13
O=C(Cc1cccc2ccccc12)NCCOc1ccccc1Cl	26
COc1ccc(OC)c(C2=C/C(=C/c3ccccc3[N+](=O)[O-])C(=O)O2)c1	-9
CCOC(=O)c1c(C)oc2cc(Br)c(OCC(N)=O)cc12	16
CC(C)CN1C(=O)c2ccc(C(=O)Nc3ccc(C(C)C)cc3)cc2C1=O	-20
COC(=O)CSc1nc2sc3c(c2c(=O)n1-c1ccccc1)CC(C)CC3 (stereo not drawn)	-13
CSc1nc2ccc(NC(=O)CSc3nc4ccccc4s3)cc2s1	9
O=C1NC(=O)N(c2ccccc2)C(=O)/C1=C\c1cccc(OCc2ccccc2F)c1	21
O=C1CCCC2=C1C(c1ccc(Cl)cc1)Nc1ccc(C(=O)c3ccccc3)cc1N2 (stereo not drawn)	93
Oc1c(Cl)cc(Cl)cc1/C=N/Nc1nc(-c2ccc(Br)cc2)cs1	10

Next entries:
SMILES	VHR inh color
COc1ccc(C(=O)Nc2ccccc2)cc1NC(=O)c1c(OC)cccc1OC	-25
COc1ccc(/C(C)=N\N2CCN(Cc3ccc(C)cc3)CC2)cc1	-19
COCC(=O)Nc1ccc(F)cc1F	-11
COc1ccc(/C(N)=N/OC(=O)c2ccccc2F)cc1	3
CCCCNC(=O)C1CC(=O)N(c2ccc(CC)cc2)C1 (stereo not drawn)	-28
COc1ccc(-n2c(/C=C/c3ccco3)nc3ccccc3c2=O)cc1	19
CC(=O)N(C)c1ccc(N2CCCCC2)c2c1C(=O)c1ccccc1C2=O	-22
O=C(/C=C/c1ccccc1)NC(=S)Nc1ccc(Br)cc1	-13
Cc1ccc(CN2CCN(N=Cc3ccccc3[N+](=O)[O-])CC2)c(C)c1	-18
COc1cccc(C(=O)Nc2ccc(Cl)c(-c3nc4cc(Cl)ccc4o3)c2)c1	-14
COc1ccc(O)c(CN2CCN(Cc3ccccc3[N+](=O)[O-])CC2)c1	29
C=CCOc1ccc(/C=C2\C(=O)N(C)C(C)=C2C(=O)OC)cc1OC	54
O=C(Nc1ccccc1)Nc1nnc(C(c2ccccc2)c2ccccc2)s1	-18
O=C(COc1cccc(Cl)c1)NC1CCCCC1	-2
CC(OCc1ccccc1)C(NC(=O)OC(C)(C)C)C(=O)NCC1CCCO1 (stereo not drawn)	-13
O=C(NCC1CCCO1)/C(=C\c1ccco1)NC(=O)c1ccccc1 (stereo not drawn)	16
CC(C)OC(=O)c1ccc(NC(=O)COc2ccc([N+](=O)[O-])cc2)cc1	33
CCOc1cc(/C=C2/N=C(c3ccc(NC(C)=O)cc3)OC2=O)ccc1OCc1ccccc1	86*
Cc1ccc(Nc2nc(-c3cccs3)cs2)cc1	4
CC(=O)c1c(C(=O)O)cccc1C(=O)O	-17
CC(C)(C)c1ccc(/C=N/NC(=O)Cc2cccc3ccccc23)cc1	-4
Cc1ccc(N=C(NOCc2ccc([N+](=O)[O-])cc2)c2nonc2N)cc1	-9
COc1ccc(C/C(N)=N/OC(=O)CCc2ccccc2)cc1	-8
Cc1cc(C(=O)Nc2cccc(O)c2)c(C)o1	-18
COC(=O)c1cccc(NC(=O)c2cc[n+]([O-])cc2)c1	-9
COCCOC(=O)C1=C(C)N=c2s/c(=C\c3ccccc3Cl)c(=O)n2C1c1ccc(OC)cc1 (stereo not drawn)	0
COC(=O)c1cc(NC(=O)/C=C/c2ccc(Cl)cc2)cc(C(=O)OC)c1	1
COc1ccc(CCN(C(=O)CCC(=O)O)C2CC(=O)N(c3ccc(Cl)cc3)C2=O)cc1 (stereo not drawn)	-11
COc1ccc2[nH]c(C)c(CCC(C)=O)c(=S)c2c1	9
CCCN(CCC)c1ccc(/C=C2\SC(=S)NC2=O)cc1	4
O=C(/C=C\c1ccccc1)Nc1cccc(NC(=O)c2ccco2)c1	-3
Cc1cccc(N2C(=O)NC(=O)/C(=C/c3cc4c(cc3Br)OCO4)C2=O)c1	2
CC(C)C(=O)N1N=C(c2ccncc2)CC1(O)C(F)(F)F (stereo not drawn)	7
CS(=O)(=O)N(CC(=O)NCCSc1ccc(Cl)cc1)c1ccc(Cl)cc1	2
COc1ccccc1NC(=O)C1=C(C)NC(=O)NC1c1ccccc1Br (stereo not drawn)	11
CCN(CC)S(=O)(=O)c1ccc(Cl)c(C(=O)Nc2ccc(OC)cc2)c1	5
Cc1cc(OCC(=O)Nc2ccc3ccccc3c2)cc(C)c1Cl	9
O=C(Nc1cccc(Cl)c1Cl)c1cc2ccccc2o1	2
CCOC(=O)c1ccccc1NC(=O)CC(c1ccccc1)c1ccccc1	-31
O=C(NN1C(=O)c2ccccc2C1=O)c1ccc2c(c1)C(=O)N(c1cccc([N+](=O)[O-])c1)C2=O	-17
COc1ccc(OC)c(NC(=O)c2ccc(CN(c3ccc(C)c(C)c3)S(C)(=O)=O)cc2)c1	-8
O=C(CSc1nc2ccccc2o1)N1c2ccccc2Sc2ccccc21	16
CCOc1ccc(/C=N/Nc2nc(N3CCOCC3)nc(N3CCOCC3)n2)cc1OC	-17
CCOc1ccccc1NC(=O)c1cncc(Br)c1	-4
O=C(Nc1nc(-c2ccc3ccccc3c2)cs1)c1ccc(Cl)cc1[N+](=O)[O-]	2
O=[N+]([O-])c1ccc(-c2[nH]nc(-c3ccccc3)c2-c2nc3ccccc3[nH]2)cc1	-28

Screening results deposited in PubChem by Sanford-Burnham Center for Chemical Genomics.
